MBD2 inh – inhibitors of MBD2 binding to methylated DNA, primary screen, biochemical, TR-FRET, DNA-binding domain, human; Methyl-CpG-binding domain protein 2 (Homo sapiens), Q9UBB5; MBD2 binding to methylated oligonucleotide; inhibition, % at 4.4 µM; hit rate 0.31% among 370,000; in the data active = inhibition above about 13%
DDE Tn6 FP inh – inhibitors of Tn6 peptide binding to fibrin DD(E), primary screen, biochemical, fluorescence polarization, human fibrin, Tn6 probe. Fibrin DD(E) TRITC-Tn6 fluorescence polarization displacement. inhibition, % at 8.3 µM. hit rate 0.21% among 370,000. AID 720509, 2013;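 active = inhibition above a per-campaign cutoff: mean of compounds within control limits plus 3 SD, cut at about 15% in these data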;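 also: 0% = median of all compound wells on the plate and 100% = blocking peptide control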
DDE Tn7 FP inh – inhibitors of Tn7 peptide binding to fibrin DD(E), primary screen, biochemical, fluorescence polarization, human fibrin, Tn7 probe; FP displacement of FITC-Tn7 peptide from fibrin DD(E); 0% = median of compound wells per plate; inhibition, % at 8.3 µM; hit rate 0.13% among 370,000; AID 720508, 2013;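 active = inhibition above the mean of compounds falling within the control limits plus 3 SD of them, cut at about 14% in these data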;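 also: 0% = plate median of compound wells and 100% = 10 µM Aha-Tn7 peptide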
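Measure: % inhibition scaled between sample-field median and high-control FP; Test system: human fibrin DD(E); Quantity: 2 µM final DD(E) protein; Doses: one dose, 8.3 µM nominal; Schedule: compound with protein 10 min, then 3 h after probe, room temperature; Detection: fluorescence polarization; Medium: Tris buffer with calcium and detergent, pH 7.8.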
SIAE inh – human SIAE inhibitors, primary screen, biochemical, fluorescence polarization, FP-Rh probe, 1536-well HTS; inhibition, % at 9.66 µM; Sialate O-acetylesterase (Homo sapiens), Q9HAT2; SIAE FP-Rh probe binding; hit rate 0.69% among 370,000;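 active = inhibition above a cutoff: mean of compounds within the control limits plus 3 SD of those, cut at about 17% in these data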;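 also: 0% = plate median of compound wells and 100% = probe without SIAE protein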
TCR-CD3 inh – inhibitors of human TCR-CD3 interaction, primary screen, biochemical, fluorescence, TAMRA-labeled TCR probe; inhibition, % at 9.4 µM; hit rate 0.37% among 360,000; AID 651800, 2012; in the data active = inhibition above about 19%;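 also: recombinant mutant TCR 2C K166C tagged with TAMRA read by polarization; 0% = receptor in buffer alone and 100% = receptor with positive control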
proKLK7 act – proKLK7 zymogen activators, primary screen, biochemical, fluorescence intensity; hit rate 0.9% among 370,000; activation, % at 7 µM; purified proKLK7, EDANS-DABCYL substrate fluorescence; 100% is mature enzyme control, 0% vehicle; Kallikrein-7 (Homo sapiens), P49862;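 active = activation above the mean of all tested compounds plus 3 SD, computed per campaign excluding outliers beyond control limits, cut at about 13% in these data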
LEDGF integ inh – blockers of LEDGF/p75-dependent integrase strand transfer – biochemical, TR-FRET, high throughput, primary screen | inhibition, % at 3.7 µM | TR-FRET IN-LEDGF/p75 DNA integration, Eu/Cy5 | hit rate 0.64% among 370,000;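 active = inhibition above the screen-wide mean plus 3 SD, cut at about 13% in these data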;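 also: signal is the Cy5 over europium emission ratio at 671 and 618 nm; 0% = plate median of compound wells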
TDP2 inh – human TDP2 enzyme inhibitors, primary screen, biochemical, epi absorbance, recombinant enzyme; Tyrosyl-DNA phosphodiesterase 2 (Homo sapiens), O95551; T5PNP hydrolysis, p-nitrophenol absorbance 415 nm; inhibition, % at 12.8 µM; hit rate 0.34% among 370,000; AID 720702, 2013;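 active = inhibition above the mean of all tested compounds plus 3 SD, set per campaign, cut at about 25% in these data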;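 also: 0% = DMSO with enzyme and 100% = buffer with substrate but no TDP2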
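Read-out basis: percent inhibition. System: recombinant human TDP2. Buffer or medium: Mg2+-containing Tris-HCl buffer, pH 7.5. Repeats: single replicate. Timing: reaction 2 h, 37 °C. Benchmarks: high control without enzyme, low control DMSO plus TDP2. Probe or stimulus: 5 mM T5PNP. Doses: 12.8 µM only. Measured by: epi absorbance of p-nitrophenol freed from T5PNP by hydrolysis.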
PRMT1 inh – PRMT1 methyltransferase inhibitors, primary screen, biochemical, fluorescence polarization. Protein arginine N-methyltransferase 1 (Homo sapiens), Q99873. recombinant PRMT1, activity-based probe fluorescence polarization. inhibition, % at 2.79 µM. hit rate 1.3% among 370,000;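 active = inhibition above about 21% made by adding two undisclosed values, limit read from the data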
UHRF1 binding – UHRF1 methylated DNA binding inhibitors, primary screen, counter-screen for MBD2 inhibitor project, biochemical, TR-FRET, human UHRF1, single concentration; E3 ubiquitin-protein ligase UHRF1 (Homo sapiens), Q96T88; UHRF1 binding to methylated oligo; inhibition, % at 4.4 µM; hit rate 0.75% among 370,000; AID 687016, 2013; in the data active = inhibition above about 21%;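 also: UHRF1 SRA domain binding a hemimethylated CpG hairpin DNA probe; 0% = median of test compound wells and 100% = reference inhibitor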
Target sequence (Q96T88 whole entry, looked up, the tested form may be a part): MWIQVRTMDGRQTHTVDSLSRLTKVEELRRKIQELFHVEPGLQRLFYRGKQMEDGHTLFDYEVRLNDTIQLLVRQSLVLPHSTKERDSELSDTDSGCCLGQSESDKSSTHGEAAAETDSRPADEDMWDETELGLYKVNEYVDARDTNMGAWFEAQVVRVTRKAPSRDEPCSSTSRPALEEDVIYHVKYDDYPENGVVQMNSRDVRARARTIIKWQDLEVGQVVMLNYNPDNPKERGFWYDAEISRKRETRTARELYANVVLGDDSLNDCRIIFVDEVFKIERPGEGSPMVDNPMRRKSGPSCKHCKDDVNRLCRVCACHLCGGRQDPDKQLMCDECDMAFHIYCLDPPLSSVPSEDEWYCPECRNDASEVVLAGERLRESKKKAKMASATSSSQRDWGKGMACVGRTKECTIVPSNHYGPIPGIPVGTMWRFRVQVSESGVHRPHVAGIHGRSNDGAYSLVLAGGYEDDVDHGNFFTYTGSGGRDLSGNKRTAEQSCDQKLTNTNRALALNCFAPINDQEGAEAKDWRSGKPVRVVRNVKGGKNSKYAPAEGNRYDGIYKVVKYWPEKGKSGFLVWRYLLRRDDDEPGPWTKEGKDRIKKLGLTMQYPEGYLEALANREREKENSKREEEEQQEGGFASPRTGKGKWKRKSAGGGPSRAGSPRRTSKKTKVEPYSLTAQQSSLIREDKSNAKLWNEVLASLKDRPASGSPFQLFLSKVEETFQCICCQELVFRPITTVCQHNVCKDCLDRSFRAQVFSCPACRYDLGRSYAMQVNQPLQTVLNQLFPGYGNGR
The depositor's hits bear a star; / = not tested or not shown.

Structure	MBD2 inh	DDE Tn6 FP inh	DDE Tn7 FP inh	SIAE inh	TCR-CD3 inh	proKLK7 act	LEDGF integ inh	TDP2 inh	PRMT1 inh	UHRF1 binding
COc1ccc(/C=C/C(=O)c2ccc3c(c2)OCO3)c(OC)c1	0	1	8	-8	3	-2.1	-2	0	2	-1
CCCN1CCC(=O)N([C@H](CO)c2ccccc2)CC1	6	2	3	9	3	-0.5	2	-3	-2	4
CC(O)(c1ccccc1)c1nc(-c2ccc3c(c2)OCO3)cs1 (centres undefined)	4	-5	4	2	8	0.1	0	8	0	-4
O=C(c1cc(C2CC2)on1)N(C1CCCCC1)C1CCOCC1	3	0	4	-5	/	0.6	-1	7	3	2
CC1CCCCC1NC(=O)COc1cccnc1[N+](=O)[O-] (centres undefined)	3	2	-6	1	-5	0.0	-1	-8	2	3
CC(C(=O)N1CCN(C(=O)c2ccco2)CC1)n1sc2ccccc2c1=O (centres undefined)	-2	1	-4	-4	2	-0.8	0	22	1	2
O=C(NCc1ccco1)c1cc(-c2cccs2)on1	4	3	2	-2	-6	0.0	-2	-4	4	-1
CCCSc1ccc([C@@H]2[C@H]3C(=O)N(C)C(=O)[C@H]3[C@]3(C(=O)OC)CCCN23)cc1OC	1	6	4	1	2	0.1	0	17	-2	1
CCc1ccc(NC(=O)N(CCOC)C2CCN(C(C)=O)CC2)cc1	3	-3	3	3	4	-0.1	-1	3	-1	2
CC(C)(C)OC(=O)[C@H](Cc1ccccc1)NC(=O)c1nc[nH]c1C(=O)N[C@@H](Cc1ccccc1)C(=O)OC(C)(C)C	-6	-11	2	-29	5	-0.2	-1	-7	5	-5
CCOC(=O)[C@@]12CCCC3=C1N(CCC3)C(=O)[C@H]2CC(=O)N1CCCCC1	-1	-7	-7	4	/	0.3	-1	1	-2	-1
CCN(CC(=O)NCc1cccs1)C(=O)c1ccc(S(=O)(=O)Nc2ccccc2)cc1	-5	1	1	-1	4	-0.3	-1	-1	2	-1
CC(=O)/C=C/c1ccc(C)o1	-3	2	-2	-1	-9	0.3	-3	-3	8	-1
Cc1ccc2c(CC(=O)OCn3nnc4ccccc4c3=O)coc2c1	2	-6	3	3	1	0.5	3	3	-1	-2
c1ccc(OCc2nnc3sc(C4COc5ccccc5O4)nn23)cc1 (centres undefined)	6	-5	-6	3	1	-0.4	1	4	9	-3
CSc1nc(O)c(C(c2ccc(F)cc2)c2c(O)nc(SC)[nH]c2=O)c(=O)[nH]1	0	0	-9	1	-7	-0.2	-4	5	2	0
CCOc1ccccc1NC(=O)CN1CCC(C(=O)c2ccc(OC)cc2)CC1	1	7	-7	0	-1	1.6	4	0	0	2
CCCS(=O)(=O)c1c(S(=O)(=O)CCC)c2cnccn2c1C(=O)c1ccc(Cl)cc1	5	-4	-4	4	-6	0.1	1	2	1	-3
COC(=O)C1CCN(Cc2cn(Cc3ccccc3)nc2-c2cc3ccccc3o2)CC1	-4	3	1	1	4	1.3	1	-15	0	1
COc1cc(/C=C/C(=O)OCc2c(C)noc2C)ccc1OC(F)F	2	-13	-8	5	8	0.4	-2	10	-3	-1
COc1cccc(NS(=O)(=O)c2c(C)cc(C)cc2C)c1	2	-5	-1	-6	1	0.2	3	8	-3	-5
CSc1nnc(C2CCCN(CC(=O)Nc3ccccc3N3CCOCC3)C2)n1C(C)C (centres undefined)	-3	1	-5	9	-2	0.0	3	-9	0	1
COc1ccc(CCN(C)C(=S)Nc2ccc(SC(F)F)cc2)cc1OC	3	-4	-1	8	5	-0.8	-1	7	-5	-5
CCn1cc(S(=O)(=O)NC2CCCCC2)cn1	-7	2	4	2	-5	-0.6	-1	6	2	2
CC(=O)c1cccc(N(CC(=O)NC2CCCC2)C(=O)c2csnn2)c1	-4	-1	0	-6	6	0.2	5	-6	-3	-1
O=C(Nc1cccc(-n2cnnn2)c1)c1cnccc1Cl	4	0	-1	3	-1	0.1	1	6	-2	2
COc1ccc(CNCC(O)(c2ccc(F)cc2)c2ccc(F)cc2)cc1OC	-5	-1	1	-5	1	-0.1	0	-10	-6	-2
CSc1ncc(-c2ccc(Cl)cc2)[nH]1	2	-2	-4	8	-3	0.0	5	9	-3	-1
Cc1ccccc1NC(=O)C1CC(=O)N(c2ccccc2F)C1 (centres undefined)	-1	1	-2	1	-6	1.1	0	-6	-2	5
COc1ccc(Nc2ncc3c(n2)CC(c2ccccc2)CC3=O)cc1 (centres undefined)	5	-8	-1	9	-1	-0.7	-3	10	4	0

The final 2 records of the part before are carried over, then new ones follow:
Structure	MBD2 inh	DDE Tn6 FP inh	DDE Tn7 FP inh	SIAE inh	TCR-CD3 inh	proKLK7 act	LEDGF integ inh	TDP2 inh	PRMT1 inh	UHRF1 binding
Cc1ccccc1NC(=O)C1CC(=O)N(c2ccccc2F)C1 (centres undefined)	-1	1	-2	1	-6	1.1	0	-6	-2	5
COc1ccc(Nc2ncc3c(n2)CC(c2ccccc2)CC3=O)cc1 (centres undefined)	5	-8	-1	9	-1	-0.7	-3	10	4	0
COc1ccccc1Nc1nnc(SCc2nnc(-c3cc(OC)c(OC)c(OC)c3)o2)s1	2	-3	-5	-3	5	0.4	0	14	-3	-5
CC(=O)Nc1ccc(N2CCOCC2)c(C(=O)Nc2cccc(C)c2)c1	-1	3	-6	6	-3	0.1	-1	11	2	2
Cc1ccc(F)cc1CNC(=O)c1cc(COc2ccc3ncccc3c2)on1	2	-7	-5	7	1	0.0	4	-3	-2	-2
NC(=S)N/N=C1/CCSc2ccc3ccccc3c21	-3	-4	2	16	-5	0.0	-4	-10	8	4
Cc1ccc(OCC(=O)NCc2n[nH]c(=O)c3ccccc23)cc1	5	7	3	0	-1	0.2	-1	4	6	5
CC1CCC/C(=C\Nc2ccc(O)cc2)C1=O (centres undefined)	-5	17*	4	16	24*	-0.4	3	8	15	-7
N#Cc1cnc(SCC(=O)N2CCCCC2)nc1N	-4	8	8	1	-2	-0.3	-3	4	2	-1
O=C(CCn1c(=O)oc2ccccc21)Nc1ccccc1	2	2	-7	1	-4	-0.1	-1	5	11	0
Cc1ccc(N2C(=O)C(Cl)=C(N3CCOCC3)C2=O)cc1Cl	-1	-4	7	4	-2	0.3	1	3	17	-3
Cc1ccccc1NC1=NC(=S)N(c2ccccc2)C12CCCCC2	5	1	-2	-6	-12	0.4	-2	-6	2	1
CNCCCOc1ccc(C)cc1Br	6	-2	5	-2	-11	0.2	-1	0	4	3
CCCc1cc(=O)oc2cc(C)cc(OC(C)C(=O)NCCN3CCOCC3)c12 (centres undefined)	-6	1	-4	-1	4	6.4	3	2	-2	-3
CCOC(=O)c1cnn(-c2ccccc2)c1NC(=O)c1ccccc1	1	-7	-7	3	-3	0.1	-3	3	-1	2
CCOc1ccc(S(=O)(=O)N2CCCCC2)cc1NC(=O)CN1C(=O)NC(C)(c2ccccc2)C1=O (centres undefined)	-6	-4	5	1	7	0.2	4	0	-3	-4
COCCn1c(SCC(=O)NC(=O)NC2CCCC2)nc2ccccc2c1=O	-2	8	0	2	11	0.1	2	-3	-2	-1
CC1CCCCC12NC(=O)N(CC(=O)N1CCN(Cc3ccc(C#N)cc3)CC1)C2=O (centres undefined)	-9	1	-4	1	7	-0.4	3	-2	-1	0
CN(C)c1ccc(NC(=O)C2C3C=CC(C3)C2C(=O)O)cc1 (centres undefined)	-9	3	-7	23*	33*	-0.5	50*	45*	18	21*
CCOC(=O)c1cnc(-n2nc(C)cc2C)nc1Nc1ccc(C)cc1	-3	5	5	-4	-4	-0.5	5	-7	2	1
Cc1ccc(C(=O)CCNc2ccc(Cl)cc2)o1	-2	-2	3	5	4	0.0	-1	-4	2	0
COc1cccc(CNC(=O)C2(C)CCCN2C(=O)C(C)C)c1 (centres undefined)	-2	0	-5	3	-4	-1.2	2	0	0	2
CCOc1ccc(-n2c(=O)[nH]c3sc4c(c3c2=O)CCCC4)cc1	6	0	-3	-1	4	0.0	-2	11	-2	0
COc1ccc(CCNc2ccc(C)cc2)cc1	-1	-3	-1	6	-1	-0.1	1	-1	-1	2
CC(C)NC(=O)CN1C(=O)CSc2ccc(S(=O)(=O)N3CCCC3)cc21	-5	8	2	-6	-9	0.2	0	12	4	3
N#C/C(=C\c1cccs1)c1nc2ccccc2[nH]1	0	-1	-14	-5	-3	-1.5	-1	-16	0	-1

Screening data from PubChem.

An unsorted share of the library; overall some 4.6% were active at least once.
